A3A deaminase: blocks human APOBEC3A ssDNA deamination; recombinant A3A, FAM/TAMRA ssDNA deamination fluorescence; inhibition, % at 20 µM; 330,000 tested, 0.41% active; AID 493011;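 active = at least 40% inhibition at 20 µM here, with at most 30% in a related deaminase screen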;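 note: plate controls were A3A with DMSO for no effect and wells lacking A3A enzyme for full effect; some results filed as inactive read as strong as hits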
hIAP activ: human IAP activation; purified human IAP, CDP-Star luminescence, 30 min; active compounds read high; 1 = vehicle-only enzyme, 0 = enzyme-free background; P09923; 330,000 tested, 0.16% active; activation factor at 10 µM;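 active = activation factor of the enzyme at least 2-fold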; note: the source names both 10 and 20 µM as test concentration; values of inactives mirror those of a sister screen read the other way
Target sequence (P09923 whole entry, looked up): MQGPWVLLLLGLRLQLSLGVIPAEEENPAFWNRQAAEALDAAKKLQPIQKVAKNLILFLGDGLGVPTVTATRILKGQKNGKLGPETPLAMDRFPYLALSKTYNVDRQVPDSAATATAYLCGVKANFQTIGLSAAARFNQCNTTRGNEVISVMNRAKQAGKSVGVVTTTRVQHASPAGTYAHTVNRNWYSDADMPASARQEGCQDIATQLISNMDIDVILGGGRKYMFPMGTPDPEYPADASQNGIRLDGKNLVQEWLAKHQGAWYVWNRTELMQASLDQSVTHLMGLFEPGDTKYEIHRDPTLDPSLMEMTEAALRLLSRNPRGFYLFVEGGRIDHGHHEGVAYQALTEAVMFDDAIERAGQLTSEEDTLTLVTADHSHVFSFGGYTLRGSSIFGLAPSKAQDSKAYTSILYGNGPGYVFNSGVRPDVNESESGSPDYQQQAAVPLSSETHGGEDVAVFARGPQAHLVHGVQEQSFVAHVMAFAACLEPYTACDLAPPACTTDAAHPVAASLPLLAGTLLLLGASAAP
mIAP act: increases mouse intestinal alkaline phosphatase activity; activation factor at 10 µM; 330,000 tested, 0.24% active; AID 2805; muIAP, CDP-Star luminescence, 30 min; active compounds read high; 1 = vehicle-only enzyme signal, 0 = enzyme-free wells;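 active = activation factor of at least 2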; note: the source names both 10 and 20 µM as test concentration; values of inactives mirror those of a sister screen read the other way
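also added = chemiluminescent substrate CDP-Star | test system = mouse IAP enzyme | signal = chemiluminescence readout | compound = DMSO-dissolved test compounds | incubation = 30 min at room temperature | benchmarks = DMSO wells, no-enzyme wells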
hIAP block: human IAP inhibition. P09923. purified IAP, CDP-Star luminescence, 30 min. inhibition, % at 10 µM. 330,000 tested, 0.12% active. AID 2544;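 active = inhibition reaching a set limit with compound at 10 µM in the primary screen, cut at about 35% in these data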;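 note: plate controls were DMSO wells with enzyme for no effect and no-enzyme buffer wells for full effect; values of inactives mirror those of a sister screen read the other way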
A3G deaminase: inhibitors of human APOBEC3G DNA deaminase; Q9HC16; recombinant A3G, ssDNA deamination FAM/TAMRA fluorescence; inhibition, % at 20 µM; 330,000 tested, 0.28% active; AID 493012;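 active = inhibition of at least 40% at 20 µM, with no more than 30% in the related APOBEC3A deaminase screen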;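 note: plate controls were DMSO wells with A3G for no effect and wells lacking A3G enzyme for full effect; some compounds called inactive have numbers as strong as hits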
Target sequence (Q9HC16 whole entry, looked up): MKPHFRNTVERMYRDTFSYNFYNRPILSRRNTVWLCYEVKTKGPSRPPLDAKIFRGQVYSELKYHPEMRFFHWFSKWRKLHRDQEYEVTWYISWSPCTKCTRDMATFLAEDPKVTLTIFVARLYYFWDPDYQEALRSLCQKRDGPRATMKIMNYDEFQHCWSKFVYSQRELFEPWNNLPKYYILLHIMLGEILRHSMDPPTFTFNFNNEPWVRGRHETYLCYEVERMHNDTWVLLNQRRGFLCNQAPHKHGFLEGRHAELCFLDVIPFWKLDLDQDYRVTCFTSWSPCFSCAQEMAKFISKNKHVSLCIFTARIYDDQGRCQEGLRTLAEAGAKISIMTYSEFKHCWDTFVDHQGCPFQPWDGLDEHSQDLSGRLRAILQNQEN
mIAP inh: blocks mouse intestinal alkaline phosphatase; purified mouse IAP, CDP-Star luminescence, 30 min; 330,000 tested, 0.2% active; inhibition, % at 10 µM;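 active = inhibition of at least 40% at 10 µM in the primary screen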;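 note: plate controls were DMSO with enzyme for no effect and no enzyme wells for full effect; values of inactives mirror those of a sister screen read the other way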
SENP1 FRET inh: SENP1 (human) catalytic domain inhibition | Q9P0U3 | AID 624204 | recombinant SENP1 catalytic domain, CyPet-SUMO1-YPet FRET cleavage | inhibition, % at 10 µM | 360,000 tested, 0.21% active;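 active = inhibition at least 30% at 10 µM, raw YFP signal under a set limit, fluorescence ratio 0.5 to 1.5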;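 note: 0% = enzyme with DMSO and 100% = no enzyme wells; some results filed as inactive read as strong as hits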
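Material: hSENP1 catalytic domain, recombinant; medium: Tris pH 8 with BME, BSA, NP40 and catalase; compound: single concentration of 10 µM compound, 0.5% DMSO final; technique: FRET read of cyan and yellow fluorescence; timing: 50 min enzyme reaction, room temperature, light-protected; reagent: SFCypet-SUMO1-SFYpet substrate at 25 nM; control set: no-enzyme low, enzyme-DMSO high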
MIN6 prolif: induces beta-cell replication in MIN6 cells | MIN6 cells proliferation, ATPlite luminescence, 48 h; cells starved in 0.2% serum; 100% = growth in 10% serum | proliferation, % at 10 µM | 330,000 tested, 0.29% active;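 active = compounds whose signal lies at least 3.5 SD above the mean of all wells on their plate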;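 note: 0% = DMSO-treated cells in low-serum medium and 100% = 10% serum control; some compounds called inactive have numbers as strong as hits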
NLRP3 yeast inh: inhibitors of NALP3 inflammasome in yeast; Yeast reconstituted NLRP3/ASC/caspase-1, beta-gal luminescence, 24 h; inhibition, % at 10 µM; 330,000 tested, 0.39% active; AID 2825;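 active = inhibition of 50% or more; inactive = inhibition below 50%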;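 note: plate controls were induced DMSO wells for no effect and uninduced yeast grown without galactose for full effect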
* = called active by the depositor; / = not tested or not shown.

Value order: SENP1 FRET inh	hIAP block	mIAP inh	hIAP activ	NLRP3 yeast inh	A3A deaminase	mIAP act	A3G deaminase	MIN6 prolif
> COc1ccc(Cc2c(O)nc(SCC(=O)NC(C)(C)C)[nH]c2=O)cc1
 : 1	-20	-14	1.2	-2	-7	1.1	-2	1
> Fc1ccc(CSc2nc3ncc(Br)cc3[nH]2)cc1
 : -6	-10	-10	1.1	-3	3	1.1	0	0
> COC(=O)c1cc(Br)c(=O)n(-c2ccccc2F)c1
 : 1	14	-1	0.86	1	-3	1	-5	0
> Brc1ccc(Nc2c3c(nc4ncnn24)CCC3)cc1
 : 1	11	8	0.89	3	-2	0.92	-9	0
> Cc1ccc(NC(=O)COC(=O)Cc2c(F)cccc2Cl)cc1S(=O)(=O)N1CCOCC1
 : 2	-19	-8	1.2	24	-1	1.1	1	2
> O=C(C1CCCC1)N1CCN(S(=O)(=O)c2cccc(Cl)c2Cl)CC1
 : 2	3	0	0.97	21	-6	1	-9	0
> CC(C)Oc1ccc(C(=O)CCN2CCOCC2)cc1
 : 1	1	-16	0.99	12	0	1.2	4	-6
> CCCCN(C(=O)c1cc(S(=O)(=O)N2CCCCCC2)ccc1OC)c1ccccc1
 : 0	0	7	1	12	-2	0.93	-14	-5
> CC1CCN(C(=O)CSc2nc3c(c(=O)n(C)c(=O)n3C)n2C)CC1
 : 1	9	-2	0.91	6	-2	1	-13	-2
> CCCCNc1ncnc2c1cnn2-c1ccc(C)cc1C
 : 2	8	-15	0.92	6	-2	1.2	-8	2
> Cc1ccc(C(=O)Oc2ccc(Cl)c3cccnc23)cc1[N+](=O)[O-]
 : 2	-44	12	1.4	20	1	0.88	3	-6
> CC1(C)CCC(=O)N(c2ccc(OC(F)(F)F)cc2)C1=O
 : 1	9	-9	0.91	0	-3	1.1	-9	-3
> CC1CCN(c2ccc3c(c2)S(=O)(=O)c2cccc(C(=O)NC[C@@H]4CCCO4)c2C3=O)CC1
 : -23	13	22	0.87	27	-3	0.78	-1	-5
> C[C@H](CO)N1C[C@H](C)[C@@H](CN(C)C(=O)Nc2ccc3c(c2)OCO3)Oc2c(NS(=O)(=O)c3ccccc3)cccc2C1=O
 : 0	18	-4	0.82	15	-2	1	-8	-1
> COc1ccc(NC(=O)COC(=O)Cn2cnc3ccccc3c2=O)cc1OC
 : 6	6	-6	0.94	16	-3	1.1	-7	-3
> COC(=O)Cc1nc2ccccc2[nH]1
 : -69	-33	12	1.3	-1	1	0.88	-3	1
> CCOC(=O)C1=C(O)/C(=C/c2cc(C)n(-c3ccccc3)c2C)N=C1C
 : -45	-45	0	1.5	4	3	1	2	-3
> Cc1ccc(C)c(N2CCN(C(=O)CCCOc3cc(=O)n(C)c4ccccc34)CC2)c1
 : -1	11	3	0.89	21	-1	0.97	-5	-2
> CCN(CC(=O)Nc1c(F)cccc1F)C(=O)C1Cc2ccccc2CN1S(=O)(=O)CC (configuration not stated)
 : -2	-4	4	1	-8	2	0.96	-9	2
> COc1ccc(NC(=O)COc2ccc(C(=O)OCC(=O)N(C)C3CCS(=O)(=O)C3)cc2OC)cc1 (configuration not stated)
 : 1	-16	-6	1.2	12	-8	1.1	-5	-2
> CC(C)c1ccc(NC(=O)C2C3C=CC4(CN(CCCN5CCOCC5)C(=O)C24)O3)cc1 (configuration not stated)
 : 0	-4	-9	1	11	0	1.1	-3	-1
> Cc1ccc(NC(=O)CCn2c(=S)oc3ccccc32)cc1F
 : 2	-10	-2	1.1	2	5	1	5	-1
> COc1ccc(/C=N/NC(=O)c2cccc([N+](=O)[O-])c2)c2ccccc12
 : 3	0	6	1	13	-2	0.94	-3	-4
> COc1ccccc1Oc1ccc2c(c1)C(=O)N(c1ccc(C)cc1)C2=O
 : -1	3	4	0.97	10	0	0.96	-4	-1
> Cc1nc2ccccn2c1C(=O)CSc1ccccc1Cl
 : 2	6	7	0.94	34	8	0.93	-1	-3
> O=C(Nc1ccc(O)c(-c2nc3ccccc3o2)c1)C1(c2ccc([N+](=O)[O-])cc2)CCCC1
 : 2	-4	9	1	8	-2	0.91	-12	-2
> O=C(O)CC1NC(=O)N(c2ccc(Cl)cc2)C1=O (configuration not stated)
 : 0	-9	-2	1.1	7	-2	1	-3	2
> CN(CCOc1ccccc1)C(=O)c1cc([N+](=O)[O-])ccc1N1CCOCC1
 : 2	8	-2	0.92	10	-3	1	-2	1
> CCCC(=O)Oc1ccc(-c2nccc(C(OC)OC)n2)cc1
 : 2	-8	-8	1.1	1	-2	1.1	-9	1
> O=C(NN1C(=O)/C(=C\c2ccc(O)c([N+](=O)[O-])c2)SC1=S)c1ccccc1Cl
 : 33*	18	44*	0.82	27	-5	0.56	-1	-4
> CC1CN(C(=O)COC(=O)CSc2ccc(C(N)=O)cc2[N+](=O)[O-])CC(C)O1 (configuration not stated)
 : 1	12	-1	0.88	15	2	1	-2	3
> O=C(O)C1CCCCC1C(=O)NCCc1ccc(Cl)cc1 (configuration not stated)
 : 0	-48	-18	1.5	6	-3	1.2	-8	3
> COc1ccccc1C(=O)NCC(=O)NCCSc1ccc(Br)cc1
 : 1	-2	-12	1	10	-4	1.1	-9	-1
> CC/C(=N\NC(=O)c1ccncc1)C12CC3CC(CC(C3)C1)C2
 : 3	-2	0	1	16	-2	1	-5	1
> CCN(c1ccc(OC)cc1)S(=O)(=O)c1nnc(NC(=O)CC(C)C)s1
 : -4	0	-7	1	6	1	1.1	0	0
> CN(CC(=O)O/N=C(\N)c1ccc(Br)cc1)S(=O)(=O)c1ccccc1
 : -1	-25	-4	1.2	28	2	1	-8	-4
> O=C(COC(=O)CNC(=O)c1ccccc1F)NCCC1=CCCCC1
 : 0	-78	-5	1.8	-29	-4	1.1	-5	0
> O=c1ccc2cc(S(=O)(=O)N3CCN(c4ccccc4F)CC3)ccc2[nH]1
 : 1	0	8	1	-4	-4	0.92	-3	3
> Cc1nc2oc3c(=O)[nH]cnc3c2c2c1COC(C)(C)C2
 : -8	-17	-4	1.2	7	0	1	-1	-2
> O=c1c2c(nc(NCCO)n1CC1CCCCC1)-c1ccccc1CC21CCCC1
 : -2	-1	1	1	13	-2	0.99	-1	-3
> O=C(NC(=S)Nc1nc(-c2ccc([N+](=O)[O-])cc2)cs1)c1ccco1
 : 5	8	18	0.92	15	-2	0.81	-6	-2
> CCOC(=O)c1sc(NC(=O)CN(CC(C)C)CC(C)C)c(C(=O)OCC)c1C
 : 2	23	0	0.77	7	-1	1	-8	-6
> O=C(NCC1CCCO1)c1ccc(F)c2ccccc12 (configuration not stated)
 : 2	-16	-4	1.2	-2	-1	1	-8	-1
> O=C(NCc1ccccn1)C1CCCN(Cc2cnn(-c3ccccc3)c2-n2cccc2)C1 (configuration not stated)
 : -3	3	-4	0.97	-5	4	1	0	1
> NC(=O)C1CCN(c2nc(-c3ccccc3)nc3ccccc23)CC1
 : 0	-4	-4	1	5	7	1	4	-2
> CCCCOc1ccc(N2CC(C(=O)NCc3ccco3)CC2=O)cc1 (configuration not stated)
 : -1	-7	2	1.1	11	-2	0.98	-11	-4
> O=c1cc2c(nn1Cc1ccc(F)cc1)-c1ccccc1CC2
 : -1	5	12	0.95	17	0	0.88	-6	0
> Cc1ccc(CN2CCNC(=O)C2CC(=O)N(C)C2CCOCC2)cc1 (configuration not stated)
 : -15	31	-1	0.69	11	2	1	16	-1
> CCOC(=O)C1CCN(S(=O)(=O)c2cn(C)c(C)n2)CC1
 : 0	-12	11	1.1	7	-4	0.89	-8	4
> CC(NC(=O)c1ccccc1Br)c1ccc2c(c1)CCCC2 (configuration not stated)
 : 1	17	4	0.83	57*	1	0.95	4	-5
> O=C(Cc1ccccc1)N[C@@H]1c2ccccc2CC[C@@H]1OCc1ccccc1
 : 1	/	-2	/	/	5	1	5	/
> CC1=CN2C(=NC(=O)CC2(C)C(=O)N(CC(=O)NC2CCCC2)c2ccccc2C)C=C1 (configuration not stated)
 : -4	-2	-3	1	1	3	1	3	-5
> COc1ccc(CC(=O)Nc2cccc(-c3nnc(-c4cccc(C)c4)o3)c2)cc1OC
 : 0	-7	-12	1.1	6	5	1.1	-2	-7
> C/C(=N\NC(=O)CCC(=O)Nc1ccccc1)c1cccs1
 : 0	-2	9	1	9	-2	0.91	-8	-2
> CN(C)S(=O)(=O)c1ccc(C(=O)N2CCC(c3nc4ccccc4o3)CC2)cc1
 : 2	27	9	0.73	-7	1	0.91	0	-1
> O=C(O)C1CCN(C(=O)Cc2ccccc2)CC1
 : 1	3	0	0.97	-2	0	1	-5	1
> Cc1ccc(S(=O)(=O)N2CCC(C(=O)NC3CC3)CC2)cc1
 : 1	-6	5	1.1	4	-3	0.95	-8	0
> COC(=O)c1c(-c2cc(C)ccc2C)csc1NC(=O)C1CC=CCC1C(=O)O (configuration not stated)
 : -1	13	-2	0.87	16	2	1	-8	0
> COc1ccccc1OC(C)C(=O)O (configuration not stated)
 : 1	11	4	0.89	8	2	0.96	-6	0

Part of the list above, with each value named:
CN(CC(=O)O/N=C(\N)c1ccc(Br)cc1)S(=O)(=O)c1ccccc1
- SENP1 FRET inh = -1
- hIAP block = -25
- mIAP inh = -4
- hIAP activ = 1.2
- NLRP3 yeast inh = 28
- A3A deaminase = 2
- mIAP act = 1
- A3G deaminase = -8
- MIN6 prolif = -4
O=C(COC(=O)CNC(=O)c1ccccc1F)NCCC1=CCCCC1
- SENP1 FRET inh = 0
- hIAP block = -78
- mIAP inh = -5
- hIAP activ = 1.8
- NLRP3 yeast inh = -29
- A3A deaminase = -4
- mIAP act = 1.1
- A3G deaminase = -5
- MIN6 prolif = 0
O=c1ccc2cc(S(=O)(=O)N3CCN(c4ccccc4F)CC3)ccc2[nH]1
- SENP1 FRET inh = 1
- hIAP block = 0
- mIAP inh = 8
- hIAP activ = 1
- NLRP3 yeast inh = -4
- A3A deaminase = -4
- mIAP act = 0.92
- A3G deaminase = -3
- MIN6 prolif = 3
Cc1nc2oc3c(=O)[nH]cnc3c2c2c1COC(C)(C)C2
- SENP1 FRET inh = -8
- hIAP block = -17
- mIAP inh = -4
- hIAP activ = 1.2
- NLRP3 yeast inh = 7
- A3A deaminase = 0
- mIAP act = 1
- A3G deaminase = -1
- MIN6 prolif = -2

Compounds above containing a furan ring, fused or not (three):
Value order: SENP1 FRET inh	hIAP block	mIAP inh	hIAP activ	NLRP3 yeast inh	A3A deaminase	mIAP act	A3G deaminase	MIN6 prolif
> Cc1nc2oc3c(=O)[nH]cnc3c2c2c1COC(C)(C)C2
 : -8	-17	-4	1.2	7	0	1	-1	-2
> O=C(NC(=S)Nc1nc(-c2ccc([N+](=O)[O-])cc2)cs1)c1ccco1
 : 5	8	18	0.92	15	-2	0.81	-6	-2
> CCCCOc1ccc(N2CC(C(=O)NCc3ccco3)CC2=O)cc1 (configuration not stated)
 : -1	-7	2	1.1	11	-2	0.98	-11	-4

Screening results deposited in PubChem by Sanford-Burnham Center for Chemical Genomics.

These rows are one share of the data, so the mix of outcomes need not match the whole.
